From PubChem BioAssay
PGK inhibitor: T. brucei PGK inhibition. AID 602233. Potency, µM (doses to about 57.5 µM), without a hit: at the top dose activity change, negative = inhibition, most hits filed as inhibitors. hit rate 0.043% among 380,000. PGK/GAPDH coupled, Kinase-Glo luminescence, 60 min. P07378; note: potency is the fitted concentration of half-maximal effect; % is set by controls: 0 for no effect and ±100 for the full control effect; nearly all actives have a fitted effect of over 60% in size
Target sequence (P07378 whole entry, looked up): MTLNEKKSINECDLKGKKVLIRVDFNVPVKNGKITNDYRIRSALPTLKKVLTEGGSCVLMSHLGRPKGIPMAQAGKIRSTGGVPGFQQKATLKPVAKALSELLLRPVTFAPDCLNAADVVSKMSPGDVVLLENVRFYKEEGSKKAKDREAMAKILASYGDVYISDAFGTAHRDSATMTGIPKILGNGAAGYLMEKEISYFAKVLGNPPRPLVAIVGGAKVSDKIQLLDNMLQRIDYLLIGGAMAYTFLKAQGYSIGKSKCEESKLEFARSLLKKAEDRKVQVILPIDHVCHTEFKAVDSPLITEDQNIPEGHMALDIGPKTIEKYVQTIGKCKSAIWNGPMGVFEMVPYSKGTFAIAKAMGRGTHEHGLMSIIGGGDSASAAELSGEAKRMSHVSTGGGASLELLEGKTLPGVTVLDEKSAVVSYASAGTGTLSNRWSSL
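Recombinant glycosomal PGK reaction used 1,3-bisphosphoglycerate generated in-well by GAPDH (100nM final) in 100mM TEA pH 7.6, 5mM MgCl2, 0.01% Tween-20. After 60 minutes at room temperature, ATP was read by Kinase-Glo Plus luminescence end-point.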
Pol kappa inh: inhibitors of human DNA polymerase kappa; Q9UBT6; purified Pol kappa, fluorescent DNA synthesis assay, 10 min; Potency, µM (titrated, usually from 107 µM), inactives show top-dose activity, negative = inhibition, hits mostly inhibitors; hit rate 0.53% among 400,000; AID 588579; note: potency is the fitted concentration of half-maximal effect; % is set by controls: 0 for no effect and ±100 for the full control effect
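50 nM final substrate added after 15 min RT preincubation of 10 nM Pol kappa with compound; fluorescence read at 0 and 10 min.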
Anesthetic bind: binds horse apoferritin like a general anesthetic; Potency, µM (highest dose often 77.5 µM), for inactives: at the top dose activity change, negative = displacement, most hits filed as inhibitors; apoferritin/1-aminoanthracene competitive binding, fluorescence; hit rate 0.074% among 350,000; P02791; note: potency is the fitted concentration of half-maximal effect; % is set by controls: 0 for no effect and ±100 for the full control effect; nearly all actives have a fitted effect of over 20% in size
Target sequence (P02791 2-175 limits assumed): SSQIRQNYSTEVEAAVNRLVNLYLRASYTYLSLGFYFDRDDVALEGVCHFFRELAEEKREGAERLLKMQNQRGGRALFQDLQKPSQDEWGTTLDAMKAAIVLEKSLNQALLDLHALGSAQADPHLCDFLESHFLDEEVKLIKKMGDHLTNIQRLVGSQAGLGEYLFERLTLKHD
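10 uM apoferritin + 50% sat. 1-AMA, PBS; cpd 10 min RT; Ex380/Em535 endpoint; normalized to free probe vs complex; 4-param Hill fit; propofol titration as pos. ctrl.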
APE1 inh: APE1 (human) endonuclease inhibition. recombinant APE1, TAMRA/BHQ-2 abasic DNA cleavage fluorescence. hit rate 0.35% among 350,000. Potency, µM (titrated, usually from 65.8 µM), for inactives: at the highest dose activity change, negative = inhibition, actives largely listed as inhibitors. AID 2517;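 note: potency is the fitted concentration of half-maximal effect; plate controls were vehicle for no effect and reference inhibitor for full effect; nearly all actives have a fitted effect of over 55% in size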
Target sequence (P27695 whole entry, looked up): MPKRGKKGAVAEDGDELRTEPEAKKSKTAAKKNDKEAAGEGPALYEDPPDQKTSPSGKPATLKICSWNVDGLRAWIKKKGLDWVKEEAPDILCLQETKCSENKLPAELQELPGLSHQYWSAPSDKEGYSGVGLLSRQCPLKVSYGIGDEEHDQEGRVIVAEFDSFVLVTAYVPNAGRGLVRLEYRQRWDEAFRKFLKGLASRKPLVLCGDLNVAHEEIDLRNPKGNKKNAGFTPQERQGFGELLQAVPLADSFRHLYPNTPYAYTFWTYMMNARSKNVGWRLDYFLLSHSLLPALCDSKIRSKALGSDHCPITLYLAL
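Quantitative HTS: incision of a TAMRA/BHQ-2 double-stranded substrate bearing a tetrahydrofuran abasic site by 0.75 nM APE1 raises fluorescence. Substrate 50 nM final, added after 15 min compound preincubation at room temperature; progress as third-minus-first kinetic read difference.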
POLH inh: inhibitors of human DNA polymerase eta. Potency, µM (doses to about 114 µM), without a hit: at the highest dose activity change, negative = inhibition, hits mostly inhibitors. recombinant Pol eta, fluorescent DNA replication assay. hit rate 1.2% among 390,000. Q9Y253; note: potency is the fitted concentration of half-maximal effect; % is set by controls: 0 for no effect and ±100 for the full control effect
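Pol eta at 10 nM preincubated with compounds 15 min at room temperature; reaction started with fluorescent substrate (50 nM final) and read kinetically at 0 and 10 min.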
Pol beta inh: blocks human DNA polymerase beta activity; Potency, µM (titrated, usually from 114 µM), inactives show at the top dose activity change, negative = inhibition, most hits filed as inhibitors; hit rate 1.3% among 340,000; Pol beta primer extension/strand displacement, fluorescence kinetic; P06746; AID 485314; note: potency is the fitted concentration of half-maximal effect; % is set by controls: 0 for no effect and ±100 for the full control effect
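Enzyme-only controls used 10 nM Pol beta; buffer lacking enzyme served as negative control. Compound preincubated 15 min, then 50 nM substrate added; 0 and 10 min reads at room temperature.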
BLM inh: inhibitors of human Bloom syndrome helicase BLM; P54132; recombinant BLM DNA unwinding, fluorescence dequenching; Potency, µM (titrated, usually from 56.1 µM), for the others: at the highest dose activity change, negative = inhibition, most hits filed as inhibitors; hit rate 0.2% among 350,000; AID 2528;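 note: potency is the fitted concentration of half-maximal effect; plate controls were vehicle for no effect and no enzyme for full effect; nearly all actives have a fitted effect of over 35% in size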
POLI inh: blocks human DNA polymerase iota activity; Q9UNA4; Pol iota fluorescent replication assay, 10 min; Potency, µM (series often up to 115 µM), for inactives: at the top dose activity, negative = inhibition, usual class: inhibitors; hit rate 1% among 390,000; AID 588590; note: potency is the fitted concentration of half-maximal effect
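Fluorescent replication assay read twice, at 0 min and 10 min after adding 50 nM (final) substrate. Enzyme (10 nM) and compounds were first incubated 15 min at room temperature; enzyme-free buffer wells were negative controls.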
RXFP1 antagonist: blocks the human relaxin receptor RXFP1; AID 1259400; HEK293-RXFP1, relaxin-stimulated cAMP HTRF, 30 min; active compounds read low; hit rate 0.59% among 350,000; activity change, negative = inhibition, % at 57.5 µM;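 active = activity change of -60% or lower, but not beyond a set lower limit; inconclusive = change between -60% and -40%, or beyond the set limit; inactive = change above -40%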; note: % is set by controls: 0 for no effect and ±100 for the full control effect
Numbers without * were called inactive; i = inactive; u = inconclusive; x = no result given; & = joins results of further samples; [ ] = another dose, or the depositor's remark. Unless noted, calls come from the whole dose curve; as a rule, active = well fitted curve in the direction sought with a large enough effect; inconclusive = small, poorly fitted or top-dose-only effect, or another doubt; inactive = no such curve, though single readings can be large; an effect the other way counts as inactive or inconclusive.

Results follow in this order: POLI inh, RXFP1 antagonist, PGK inhibitor, POLH inh, Pol beta inh, Anesthetic bind, APE1 inh, BLM inh, Pol kappa inh
- Clc1nc(NC2CCCCC2)c2cn[nH]c2n1
→ -2%, -8, -2%, -4%, x, x, x, x, -5%
- O=C(O)CSCC(=O)N1CCCN(c2nccc(C(F)(F)F)n2)CC1
→ 26%, 2, i, -20%, 24%, -12%, 1%, -3%, 7%
- CC1CC(C)CN(CCCNC(=O)c2csc3c2CCCC3)C1 (stereo not drawn)
→ 9%, -15, -3%, 1%, -8%, -18%, -4%, -2%, -6%
- COc1ccc(C(=O)Nc2cccc(-c3ccc4nncn4n3)c2)cc1
→ u, -3, -9%, -9%, u, -10%, -8%, -4%, 1%
- CC1CCCN(S(=O)(=O)c2ccc(C(=O)Nc3sc4c(c3C(N)=O)CCN(C)C4)cc2)C1 (stereo not drawn)
→ -13%, 6, 3%, -3%, u, -1%, 34%, -2%, -5%
- CSc1ccccc1C(=O)C1CCCN(C(=O)c2cncs2)C1 (stereo not drawn)
→ -1%, 9, i, -8%, 13%, -6%, 10%, 2%, 7%
- Cc1ccc(OCCCn2c(=O)oc3ccccc32)cc1
→ 4%, -10, 9%, -4%, 31%, -11%, -4%, -9%, -14%
- Cc1ccc([N+](=O)[O-])cc1S(=O)(=O)n1ccnc1C
→ 53%[activator], 14, 3%, 1%, u, -12%, 0%, -6%, -7%
- Cc1ccc(C2CC(c3cccc(C)c3)n3ncnc3N2)cc1 (stereo not drawn)
→ -4%, x, i, -9%, 7%, -11%, 2%, 0%, -10%
- CCCCNCc1cc(OC)c(OCC(N)=O)cc1Br
→ 0%, -11, -5%, -17%, 29%, -8%, 4%, -11%, -20%
- Cn1c(=O)c2c(ncn2CC(=O)OCC(=O)Nc2cc(Cl)ccc2Cl)n(C)c1=O
→ -7%, -8, 2%, -9%, -10%, -4%, 1%, 0%, -3%
- CC(Sc1nnc2ccccn12)C(=O)Nc1ccc(Cl)cn1 (stereo not drawn)
→ 4%, -14, -9%, -7%, 0%, -13%, 0%, -1%, 9%
- CCN1CCN(CC(=O)Nc2ccc3c(c2)OCO3)C(=O)C1=O
→ 8%, x, -9%, -4%, 45%, -1%, -4%, 4%, 14%
- CCc1ccc(CN(Cc2ccco2)C(=O)COc2ccc(Cl)c(C)c2)cc1
→ 13%, u, 10%, -8%, 0%, 115%[activator], x, -9%, -8%
- O=C1NC(=O)C(CC(=O)N(Cc2cccs2)C2(C(=O)NC3CCCC3)CCCCC2)N1 (stereo not drawn)
→ 8%, -5, i, -19%, 30%, 3%, 1%, 1%, -9%
- O=C(Nc1ccc(NC(=O)c2ccc(S(=O)(=O)c3ccccc3)cc2)cc1)c1ccccc1
→ 4%, 7, 0%, u, -21%, 15%, 4%, -2%, 1%
- COc1ccc(OC)c(NC(=S)NCc2cccs2)c1
→ 17%, 7, -8%, -5%, 8%, -6%, 1%, 3%, 0%
- CN(O)/C=C1\C(=O)Nc2ccccc21
→ 4%, -16, -1%, 3%, 4%, -11%, 5%, 2%, -8%
- CCc1ccc(NC(=O)CO/N=C(\C)c2cc3ccccc3o2)cc1
→ 12%, -11, 12%, -13%, 1%, -4%, -9%, -10%, -8%
- O=S(=O)(c1ccccc1F)N1CCN(c2nc(-c3cccnc3)nc3ccccc23)CC1
→ 3%, 0, 0%, -13%, x, x, 5%, x, 10%
- O=C1C(Cc2ccc(Br)cc2)SC(=Nc2ccccc2)N1c1ccccc1 (stereo not drawn)
→ 2%, -5, -4%, -16%, -1%, 2%, -7%, -8%, -10%
- O=C(CSc1nnc(C2CC2)n1C1CC1)c1ccc(F)cc1
→ 37%[activator], 0, i, -7%, x, x, -9%, x, 16%
- Cc1c(C(=O)NNc2c(Cl)cccc2Cl)n(C)oc1=O
→ 15%, 1, i, 6%, 37%[activator], -5%, 2%, -3%, -4%
- O=C(NCC(c1cccs1)N1CCOCC1)c1cc(S(=O)(=O)N2CCOCC2)ccc1Cl (stereo not drawn)
→ -12%, -7, i, -13%, x, x, x, x, -9%
- CCC1=Nc2cc(C(=O)NCC(C)c3ccccc3)ccc2Sc2ccc(C)cc21 (stereo not drawn)
→ 6%, x, 7%, -8%, -9%, -8%, x, -9%, -30%
- COc1cccc(OC)c1C(=O)Nc1ccc(NC(=O)c2ccco2)cc1
→ 7%, -3, -7%, -6%, 0%, -11%, 0%, -1%, -15%
- Cc1nnc(NC(=O)c2cc3ccccc3o2)s1
→ 36%[activator], 14, -2%, -12%, 21%, 159%[activator], 20%, -3%, -10%
- c1ccc2c(c1)ncc1cccn12
→ -10%, -1, -6%[11.5 µM], 1%, 2%, 82%[activator], -1%, 1%, -2%
- COc1cc(C(=S)NCc2ccccc2)cc(Br)c1O
→ 45%[activator], -29, 5%, -22%, u, u, -3%, -2%, -4%
- O=C(Cn1cnnn1)NCc1ccccc1
→ 36%[activator], -13, -4%, -9%, -4%, -2%, 10%, -1%, -14%
- O=C(NC1CCN(S(=O)(=O)c2ccccc2F)CC1)c1cccnc1
→ 9%, -16, -10%, -6%, -13%, -7%, 6%[12.4 µM], 3%, -5%
- Cc1ccc(OCCC(=O)Nc2ccc(F)c(Cl)c2)cc1
→ 13%, -5, 1%, -22%, -11%, -1%, -1%, -1%, -12%
- CCOc1ccc2nc(NC(=O)C3CCCO3)sc2c1 (stereo not drawn)
→ -4%, 1, 3%, -26%, 16%, -11%, u, 2%, -7%
- Cc1ccc(NC(=O)c2ccc(COc3ccccc3)o2)nc1
→ 14%, -3, -4%, -22%, 3%, -20%, -17%, -5%, -3%
- CSCCC(NC(=O)COc1ccccc1)C(=O)N1CCCC(C(F)(F)F)C1 (stereo not drawn)
→ 16%, -2, -6%, -19%, x, x, 14%, x, -11%
- CCNc1ccc(S(=O)(=O)N(C)C)cc1NCC(=O)Nc1c(F)cccc1F
→ 17%, -5, 1%, -24%, 25%, 3%, 2%, 1%, -7%
- COc1cc(C2=Nc3ccc(Br)cc3C(c3ccccc3)N2CC(=O)NN)cc(OC)c1OC (stereo not drawn)
→ 7%, -8, i, -20%, 3%, -20%, 11%, -6%, 0%
- CN(CC(=O)Nc1ccc(N2CCOCC2)cc1)CC(=O)Nc1ccccc1[N+](=O)[O-]
→ 12%, 1, i, -16%, 0%, -6%, 7%, 0%, -17%
- CNc1nc(-c2ccc(N(C)C)cc2)nc2ccccc12
→ x, x, x, x, x, 4%, u, -8%, -20%[60.1 µM]
- CC(Oc1cccc(Cl)c1)C(=O)Nc1cc(S(=O)(=O)N2CCOCC2)ccc1N1CCCCC1 (stereo not drawn)
→ 17%, 11, 0%, -28%, x, x, 6%, x, -6%
- Cc1cc(C2=NNC(=NC3CC3)SC2)c(C)n1-c1ccccc1F
→ -7%, -14, -24%, 9%, 1%, -17%, -4%, -8%, -4%[60.1 µM]
- O=P(c1ccccc1)(c1ccccc1)c1nc(-c2ccc(Cl)cc2)oc1N1CCOCC1
→ 25%, -39, 1%, -19%, -28%, 185%[activator], 19%, -20%, 1%[60.1 µM]
- COc1ccc(Nc2nnc(SCC(=O)N3CC(=O)Nc4ccccc43)s2)cc1
→ 60%[activator], -13, -1%, -16%, -13%, -3%, 13%, -3%, -4%
- Cc1ccc(CNC(=O)C(CC(C)C)OC(=O)c2ccco2)cc1 (stereo not drawn)
→ -19%, 7, 7%, -4%, 13%, 2%, -14%, -4%, -9%
- CC(C)Sc1nnc(SCC(=O)N(C)C2CCS(=O)(=O)C2)s1 (stereo not drawn)
→ 5%, 0, -9%, -5%, x, x, 7%, x, 0%
- O=C(CSc1nnc(-c2ccncc2)o1)Nc1ccccc1Cl
→ 25%, -4, -3%, -19%, 12%, -5%, 3%, 3%, -2%
- COc1cc(-c2cc(=O)c3ccccc3o2)ccc1O
→ 16%, 2, i, -13%, u, -10%, -7%&-6%, 4%&-1%, 5%
- Oc1ccccc1-c1cc(-c2ccco2)[nH]n1
→ u, -31, -8%, -6%, 0%, u, 0%, -8%, -7%
- Cc1cccc(C)c1NC(=O)C[N+](C)(C)CC(O)COc1cccc2ccccc12 (stereo not drawn)
→ 137%[activator], -11, -2%, -1%, -7%, -15%, 0%, 20%, -4%
- CC(C)c1ccc(NC(=O)C(c2ccccc2)N2CCOCC2)cc1 (stereo not drawn)
→ -20%, x, 6%, -7%, 1%, -11%, 3%, -1%, -3%
- O=C(Nc1cccc(Cl)c1)ON=C1c2ccccc2-c2ccccc21
→ 17%, 7, x, -4%, 18%, u, 9%, 0%, -6%
- COc1ccccc1-c1nnc(NC(=O)C2=COCCO2)o1
→ 17%, -1, -3%, -14%, 22%, -2%, 7%, 7%, -5%
- CCOC(=O)N1CCN(S(=O)(=O)N(C)C)CC1
→ 10%, -3, -3%, -3%, 0%, -7%, 0%, -3%, 1%
- COC1CCN(Cc2c(C(=O)N3CCN(C4CCCCC4)CC3)nc3ccccn23)CC1
→ 12%, 2, -10%, -20%, -2%, 1%, 13%, 2%, 0%
- CCOc1ccccc1NC(=O)Cn1nnc2sc(-c3ccccc3)cc2c1=O
→ -3%, -4, x, x, 2%, 5%, x, -6%, -26%
- OC(COCc1ccccc1)CN1CCN(c2ccccc2)CC1 (stereo not drawn)
→ u, 13, -9%, -6%, 16%, -5%, 5%, 1%, -5%
- CCc1ccc(-c2cc(C)no2)cc1S(=O)(=O)NCCN1CCC(C)CC1
→ -19%, -36, -9%, -9%, 4%, -13%, 44%, 1%, 3%
- CCc1ccc(C(C)NC(=O)c2ccc(F)cc2)cc1 (stereo not drawn)
→ -8%, -12, -4%, -13%, 19%, -12%, -1%, -1%, 7%
- CC(C)(C)OC(=O)N(Cc1ccccc1)Cc1ccccc1OCc1cccc(NC(=O)C2CC2)c1
→ u, x, 1%, -19%, x, x, x, x, -3%

Quoted from above for reference:
Results follow in this order: POLI inh, RXFP1 antagonist, PGK inhibitor, POLH inh, Pol beta inh, Anesthetic bind, APE1 inh, BLM inh, Pol kappa inh
- CCc1ccc(-c2cc(C)no2)cc1S(=O)(=O)NCCN1CCC(C)CC1
→ -19%, -36, -9%, -9%, 4%, -13%, 44%, 1%, 3%
- CCc1ccc(C(C)NC(=O)c2ccc(F)cc2)cc1 (stereo not drawn)
→ -8%, -12, -4%, -13%, 19%, -12%, -1%, -1%, 7%

A portion of the library. The share of hits here may be higher or lower than overall.
